From PubChem
MT1-MMP act inh: inhibitors of human MT1-MMP activation; P50281; HT1080 RFP-PRO-GFP cells, GFP/RFP ratio fluorescence, overnight; percent of plate control window, DMSO zero; GFP/RFP ratio change, % at 20 µM; hit rate 0.061% among 360,000;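 active means GFP/RFP ratio change of at least 30% with cell ATP level not reduced by more than half and red fluorescence within 50% of control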; further: strong numbers were not always called active
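Assay system – RFP-PRO-GFP reporter HT1080 cells · Compound dosing – single dose of 20 µM compound, 1% DMSO final · Incubation – overnight compound exposure at 37 °C · Measure – GFP/RFP fluorescence ratio · Benchmarks – DMSO wells and RFP-L50D-GFP cells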
FAS TE block: FAS thioesterase (human) inhibition | recombinant FAS-TE, OMFH fluorogenic substrate, fluorescence endpoint | inhibition, % at 15 µM | hit rate 0.67% among 360,000 | AID 602261;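 active means compounds whose normalised, plate-corrected inhibition of enzyme fluorescence in the single-dose primary screen is 50% or more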;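 further: 0% = DMSO with enzyme and 100% = substrate without enzyme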
E coli Lon inh: inhibits E. coli Lon protease; purified E. coli Lon protease, fluorescence polarization; inhibition, % at 7.94 µM; hit rate 0.42% among 360,000; in the data active means inhibition above about 13%, passing the limit was not always enough;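 further: 0% = enzyme with probe and DMSO and 100% = no enzyme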
MsrA inh: inhibitors of bovine MsrA; purified bovine MsrA, absorbance read-out; inhibition, % at 15.5 µM; hit rate 0.75% among 360,000; in the data active means inhibition above about 4.5%;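 further: 0% = vehicle wells with enzyme and 100% = reference inhibitor wells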
CendR NRP1 mod: alters CendR peptide binding to human NRP-1 | O14786 | hit rate 0.85% among 360,000 | AID 602438 | FAM-RPARPAR peptide binding to NRP-1, fluorescence polarization | inhibition, % at 25 µM;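 active means inhibition or corrected inhibition above about 18%, plus a signal ratio from 0.5 to 1.5, limit read from the data, passing the limit was not always enough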; further: strong numbers were not always called active
MsrA act: bovine methionine sulfoxide reductase A activation; AID 602163; hit rate 0.3% among 360,000; activation, % at 10.6 µM; purified bovine MsrA, absorbance read-out; in the data active means activation above about 7.5%;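 further: 0% = vehicle and 100% = reference activator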
Rin1-Abl PPI inh: inhibitors of human Rin1-Abl protein interaction. P00519+Q13671. TR-FRET Rin1/Abl binding, biochemical. inhibition, % at 7.35 µM. hit rate 0.4% among 360,000; in the data active means inhibition above about 5%, passing the limit was not always enough
Neddyl block: blocks human cullin neddylation. hit rate 0.58% among 360,000. TR-FRET cullin neddylation, biochemical. calls only at 25 µM; in the data active means inhibition above about 36%
Target sequence (P61081 whole entry, looked up): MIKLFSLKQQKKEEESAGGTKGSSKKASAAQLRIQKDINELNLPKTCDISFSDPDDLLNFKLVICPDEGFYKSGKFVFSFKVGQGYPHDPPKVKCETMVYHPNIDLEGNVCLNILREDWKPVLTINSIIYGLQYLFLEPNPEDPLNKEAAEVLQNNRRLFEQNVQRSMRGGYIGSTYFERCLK
Target sequence (Q13564 whole entry, looked up): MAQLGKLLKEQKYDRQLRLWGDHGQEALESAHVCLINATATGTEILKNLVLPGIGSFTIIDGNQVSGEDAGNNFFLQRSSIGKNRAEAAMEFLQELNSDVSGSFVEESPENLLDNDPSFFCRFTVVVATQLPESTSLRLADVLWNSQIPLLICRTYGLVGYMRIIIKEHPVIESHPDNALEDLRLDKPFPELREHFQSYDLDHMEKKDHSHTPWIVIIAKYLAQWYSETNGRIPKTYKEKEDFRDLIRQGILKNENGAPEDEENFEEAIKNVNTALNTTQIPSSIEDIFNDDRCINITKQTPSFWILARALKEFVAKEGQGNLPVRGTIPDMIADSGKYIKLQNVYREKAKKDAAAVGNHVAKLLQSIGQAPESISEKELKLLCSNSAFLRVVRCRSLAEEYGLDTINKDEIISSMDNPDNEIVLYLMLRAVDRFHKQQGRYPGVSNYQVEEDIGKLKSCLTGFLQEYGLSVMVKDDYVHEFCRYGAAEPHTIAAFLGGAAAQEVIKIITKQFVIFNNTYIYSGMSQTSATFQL
SKN-1 inh: blocks SKN-1 activity in C. elegans | C. elegans VP596 Pgst-4::GFP/RFP ratio, acrylamide-induced, 24 h | inhibition, % at 21.8 µM | AID 624304 | hit rate 0.49% among 360,000;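 active means interference check ratio from 0.5 to 1.5 plus GFP to RFP signal ratio inhibition reaching or exceeding a fixed threshold, cut at about 30% in these data, passing the limit was not always enough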; further: some compounds called inactive have numbers as strong as hits
* hit, by the source's call; i = inactive; . = not tested or not shown.

SMILES	Neddyl block	MT1-MMP act inh	SKN-1 inh	MsrA inh	E coli Lon inh	Rin1-Abl PPI inh	CendR NRP1 mod	FAS TE block	MsrA act
Cc1cccc(Cn2c(SCC(=O)Nc3ccccc3)nc3c2c(=O)[nH]c(=O)n3C)c1	i	0	-5	-1.3	4	-3	-2	1	-1
Cc1ccc(CNC(=O)CCC2CCCN(C(=O)CCC(F)(F)F)C2)o1 (centres undefined)	i	-1	3	1.6	-5	2	2	-8	-2
Cc1c(C(=O)N2CCc3ccccc3C2)sc2nc(-c3ccccc3)cn12	i	3	26	0.4	7	-2	6	21	3
C=CCn1c2[n+](c3ccccc3c1=O)CCCCC2	i	-1	4	-1.1	-14	-1	8	-7	-7
O=C(CN1C(=O)S/C(=C\c2cc(Cl)c(O)c(Cl)c2)C1=O)Nc1ccccc1	i	-122	2	-0.1	-72	3	-146	8	-2
O=C(Nc1ccccc1)C(=O)Nc1ccccn1	i	-5	20	0.0	0	3	-14	-8	0
COc1ccccc1CNC(=O)CSc1ccc(-c2cccs2)nn1	i	-1	1	1.3	-4	4	-4	-1	-4
COc1ccc(NC(=O)/C(C#N)=C/c2ccc3c(c2)n(C)c(=O)n3C)cc1	i	6	7	-0.8	-2	2	-11	-4	-7
S=C(Nc1ccccc1)N1CCN(C/C=C/c2ccccc2)CC1	i	0	5	1.0	7	3	6	4	-1
CCCC1OC(c2ccco2)OCC1CC (centres undefined)	i	2	0	-1.3	0	-1	-3	-4	-11
CC1CN(C(=O)c2ccc(S(=O)(=O)Nc3ccccc3F)cc2)CC(C)O1 (centres undefined)	i	-4	16	-0.1	7	4	5	-6	-2
CN(CCc1ccccn1)C(=O)c1cccnc1Oc1ccc(Cl)cc1	i	1	-6	1.2	-1	1	16	-3	-3
O=C1CCN(S(=O)(=O)c2ccccc2)CCN1CCOCc1ccc(Cl)cc1	i	5	3	0.1	5	-1	17	-2	-2
CC(=O)Nc1ccc(NC(=O)c2ccccc2CC[N+](=O)[O-])cc1	i	-1	8	0.9	-4	-1	-7	-4	-3
COc1ccc(CC(=O)OCC(=O)Nc2ncc(Cl)cc2Cl)cc1OC	i	-1	-11	0.1	1	-4	-3	-7	-11
CC(C)c1nnc(NC(=O)C2CCCN2C(=O)Nc2cccc(Cl)c2)s1 (centres undefined)	i	1	14	-1.1	-5	-3	0	-3	-2
COc1ccc(C(=O)NC(=S)N(C)Cc2ccccc2)cc1Br	i	6	-12	-0.9	-2	4	16	-2	-1
Cc1c(Cl)cccc1NC(=S)Nc1ccc(S(=O)(=O)Nc2ncccn2)cc1	i	-1	-7	0.1	5	2	16	-6	-4
O=C(CN1C(=O)NC2(CCc3ccccc32)C1=O)Nc1cccc(Cl)c1 (centres undefined)	i	0	-1	0.9	0	-1	3	28	-2
CCOc1ccc(/C=N/NC2=NCCCCC2)cc1	i	2	15	0.4	2	2	9	-4	-2
O=C(CCCn1c(=S)[nH]c2cc3c(cc2c1=O)OCO3)N1CCN(c2ncccn2)CC1	i	5	-2	0.9	1	2	-4	6	-2
CN(CC(=O)Nc1ccc(Cl)c(C(F)(F)F)c1)C(=O)CCCNC(=O)c1ccc(Cl)cc1	i	2	-6	1.2	7	-1	-16	33	-9
OC(CSc1ccccc1)CN1CCN(c2ccccc2)CC1 (centres undefined)	i	-4	0	-0.1	8	0	-5	0	-1
O=C(Nc1cc2c(cc1C(=O)O)OCCCO2)c1ccc(F)cc1F	i	-2	-10	0.2	0	7	-6	-5	-3
NC(=O)c1ccc(=O)n(Cc2ccc(Cl)cc2Cl)c1	i	-1	-1	-0.3	-9	0	2	-3	1
C#CCOC(=O)C1C2C=CC(C2)C1C(=O)O (centres undefined)	i	6	7	-0.2	-7	3	20	-8	-4
O=C(c1nc2ccc(Cl)cn2c1CN1CCC[C@H]1CO)N1CCc2ccccc2C1	i	-14	-7	1.4	1	-3	-11	-9	-6
Cc1cccc(C)c1NC(=O)Cn1nnc(-c2ccc(N3CCOCC3)cc2)n1	i	14	10	-1.2	3	1	2	-3	-1
O=Cc1ccc(Oc2ccc(F)cc2)nc1	i	-2	2	-0.6	-11	0	-6	-10	-2
COCc1cc(C)nc(SCC(=O)Oc2ccccc2)c1C#N	i	0	-2	-1.2	-11	-1	5	-5	-4
Cc1ccc(/C=C2\SC(=S)N(C3CCS(=O)(=O)C3)C2=O)cc1 (centres undefined)	i	-1	-4	-0.1	-8	3	-8	5	-14
CCOc1ccccc1NC(=O)N1CCC(C(=O)c2ccc(F)cc2)CC1	i	8	-13	-1.6	0	2	0	5	1
CC(OC(=O)c1cccc(-n2cnnn2)c1)C(=O)Nc1ccc(N(C)C)cc1 (centres undefined)	i	11	4	-0.5	-5	2	-2	5	0
CNS(=O)(=O)c1ccc2nc(NC(=O)c3ccc(N4C(=O)CCC4=O)cc3)sc2c1	i	3	9	3.3	-1	1	-7	-3	-5
NC(=O)c1cccc(CC(=O)c2ccccc2)c1	i	-2	2	-0.3	-8	2	-2	-6	-2
COc1ccc(CNC(=O)COC(=O)CC2CCCC2)cc1	i	-2	11	-1.8	6	7	5	-5	-3
CCN(CC)S(=O)(=O)c1ccc(Cl)c(C(=O)NC2CCN(Cc3ccccc3)CC2)c1	i	3	-12	0.8	-3	0	4	0	-3
Cc1ccc(C(=O)CN(C(=O)c2ccc(Cl)c(Cl)c2)N2C(=O)C3CCCCC3C2=O)cc1C (centres undefined)	i	6	3	-0.7	-1	-5	-8	29	-2
CC(=O)Nc1sc(N/N=C\c2ccco2)nc1-c1cccs1	i	-2	4	0.3	-7	-6	-40	-11	-5
CCCc1ccccc1OCCNC(C)=O	i	-2	-1	-0.9	-5	-2	3	-4	-2

Molecules shown so far that have two or more sulfur atoms, in the order listed:
SMILES	Neddyl block	MT1-MMP act inh	SKN-1 inh	MsrA inh	E coli Lon inh	Rin1-Abl PPI inh	CendR NRP1 mod	FAS TE block	MsrA act
COc1ccccc1CNC(=O)CSc1ccc(-c2cccs2)nn1	i	-1	1	1.3	-4	4	-4	-1	-4
Cc1c(Cl)cccc1NC(=S)Nc1ccc(S(=O)(=O)Nc2ncccn2)cc1	i	-1	-7	0.1	5	2	16	-6	-4
Cc1ccc(/C=C2\SC(=S)N(C3CCS(=O)(=O)C3)C2=O)cc1 (centres undefined)	i	-1	-4	-0.1	-8	3	-8	5	-14
CNS(=O)(=O)c1ccc2nc(NC(=O)c3ccc(N4C(=O)CCC4=O)cc3)sc2c1	i	3	9	3.3	-1	1	-7	-3	-5
CC(=O)Nc1sc(N/N=C\c2ccco2)nc1-c1cccs1	i	-2	4	0.3	-7	-6	-40	-11	-5

3 of the entries above in order of the MT1-MMP act inh value, ascending:
Structure	MT1-MMP act inh
CCOc1ccc(/C=N/NC2=NCCCCC2)cc1	2
O=C(CCCn1c(=S)[nH]c2cc3c(cc2c1=O)OCO3)N1CCN(c2ncccn2)CC1	5
Cc1cccc(C)c1NC(=O)Cn1nnc(-c2ccc(N3CCOCC3)cc2)n1	14

Other entries:
SMILES	Neddyl block	MT1-MMP act inh	SKN-1 inh	MsrA inh	E coli Lon inh	Rin1-Abl PPI inh	CendR NRP1 mod	FAS TE block	MsrA act
O=C(Nc1ccc(Cl)cn1)c1cccnc1	i	4	9	0.7	0	-1	2	-6	-11
Cc1cccc(NC(=O)CSc2nc(=O)n(CCCN3CCOCC3)c3c2CCCC3)c1	i	2	24	-0.3	0	1	0	-4	0
Cc1ccc(C(=O)C(C)OC(=O)CNS(=O)(=O)c2ccc(C)cc2)cc1 (centres undefined)	i	-5	21	0.7	10	-1	7	0	-1
O=C(NC(Cc1ccccc1)C(=O)Oc1ccc2c(C(F)(F)F)cc(=O)oc2c1)OCc1ccccc1 (centres undefined)	.	-32	13	.	74*	-3	11	23	-5
C1=CCC(CN2CCNCC2)CC1 (centres undefined)	i	0	-7	-0.9	-1	1	-3	-4	-4
O=C(NCc1ccccc1)c1ccc(CS(=O)(=O)c2ccccc2)o1	i	3	-7	-0.1	0	4	0	-3	-15
CC(C)NC(=O)C1(C)CN(S(C)(=O)=O)CC(=O)N1Cc1cccc(C(F)(F)F)c1 (centres undefined)	i	2	-3	1.4	.	.	-14	.	.
COc1ccc(C(=O)NNC(=O)CCC(=O)Nc2cc(C)on2)cc1	i	1	1	0.0	14	-2	9	-3	-2
N#CC1=C(N)SC(N)=C(C#N)C1c1cccc(O)c1	i	-170	8	1.8	-377	-50	126	-23	-4
O=C(Nc1nc2ccccc2[nH]1)c1ccc(OC(F)F)cc1	i	8	-7	0.9	15	1	0	-3	-3
O=C(O)c1ccc(Cl)c(S(=O)(=O)Nc2ccc(S(=O)(=O)Nc3cccc(Cl)c3)cc2)c1	i	0	24	-0.7	-6	5	-33	2	-14
COc1ccc(S(=O)(=O)Nc2ccc3c(c2)C(=O)N([C@@H](C)CO)C[C@@H](C)[C@H](CN(C)S(=O)(=O)c2ccc(F)cc2)OCCCC[C@H](C)O3)cc1	i	3	6	0.8	-1	-1	0	17	-12
O=C(NCc1cccs1)c1cccc2c(-c3cccnc3)coc12	i	-4	-10	1.2	2	-2	-1	0	-1
Cc1nnc2sc(SCc3ccccc3Cl)nn2c1=O	i	5	6	-0.4	2	-5	5	-5	-2
COc1cc(OC)cc(-c2nnc(NC(=O)CCS(=O)(=O)c3ccc(F)cc3)o2)c1	i	0	0	0.5	-1	-4	-5	-8	-9
Cc1csc2sc(-c3ccnc(SCC(=O)NCc4ccccc4)n3)c(C)c12	i	0	-6	0.8	-3	-37	-6	30	-2
COc1ccc(S(=O)(=O)N(C)c2ccc(OCC(=O)Nc3cc(C)on3)cc2)cc1	i	-6	4	-0.3	1	0	1	0	-1
O=C(COC(=O)c1cccc(F)c1)Nc1ccc2c(c1)OCCO2	i	-2	-3	0.6	-12	2	9	1	-3
COCCNC(=S)N/N=C/c1ccc2c(c1)OCCO2	i	-6	-12	3.6	-8	-1	-2	-4	-2
O=C(CCl)Nc1cc(SCC(O)CO)cc([N+](=O)[O-])c1 (centres undefined)	i	-55	-14	-0.1	3	3	5	-1	-4
COc1ccc2c(Cl)c(-c3nnc(SCC(N)=O)n3C)sc2c1	i	4	12	-0.7	-4	-2	-3	-8	-8
COc1ccc(Oc2nc3c(C)cccn3c(=O)c2/C=C(\C#N)C(N)=O)cc1	i	1	5	-0.5	-4	-4	-1	-2	-4
Cc1cc(C)nc(NC(=O)c2c(C(=O)O)noc2C)n1	i	4	8	-0.7	-1	0	2	-10	-4
Cc1ccc(NC(=O)C(Cc2ccccc2)N2C(=O)C3C4CCC(C4)C3C2=O)cc1Cl (centres undefined)	i	-7	-9	-0.3	6	1	0	27	4
